Bioassay records as filed in PubChem BioAssay.
PMI act satM6P – human PMI activators, high substrate, primary screen, biochemical, fluorescence intensity, near-saturating mannose 6-phosphate; Mannose-6-phosphate isomerase (Homo sapiens), P34949; coupled PMI enzyme assay, resazurin fluorescence, 20 min; hits give high values; 1 = untreated enzyme, 0 = substrate-free blank; activation factor at 20 µM; hit rate 0.34% among 190,000;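 active = activation factor of 2 or more at 20 µM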
Target sequence (P34949 whole entry, looked up): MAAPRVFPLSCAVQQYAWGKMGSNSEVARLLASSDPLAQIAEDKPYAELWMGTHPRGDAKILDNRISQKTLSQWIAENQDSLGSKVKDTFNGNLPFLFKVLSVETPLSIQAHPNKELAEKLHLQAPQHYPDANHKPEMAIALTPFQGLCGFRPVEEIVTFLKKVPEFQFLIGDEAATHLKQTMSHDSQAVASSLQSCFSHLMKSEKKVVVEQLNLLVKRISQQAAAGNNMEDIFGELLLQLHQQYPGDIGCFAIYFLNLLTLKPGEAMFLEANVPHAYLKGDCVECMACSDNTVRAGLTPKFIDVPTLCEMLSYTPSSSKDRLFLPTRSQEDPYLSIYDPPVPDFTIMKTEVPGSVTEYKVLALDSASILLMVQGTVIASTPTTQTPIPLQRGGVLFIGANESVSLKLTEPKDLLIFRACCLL
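assay system = human phosphomannose isomerase with PGI, G6PDH, diaphorase coupling enzymes | quantity = 15 ng/mL PMI | incubation = enzyme reaction with compound 20 min at room temperature | medium = HEPES pH 7.4 buffer with MgCl2 and Tween-20 | compound dosing = one concentration, 20 µM, in 1% DMSO | measured by = Diaphorase-driven resazurin-to-resorufin fluorescence, excitation 544, emission 590 nm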
TNAP inh noacc – human TNAP enzyme inhibitors, primary screen, biochemical, luminescent, no phosphate acceptor, uHTS; inhibition, % at 20 µM; Alkaline phosphatase, tissue-nonspecific isozyme (Homo sapiens), P05186; purified TNAP, CDP-star luminescence, 30 min; hit rate 0.26% among 200,000;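 active = tissue-nonspecific alkaline phosphatase inhibition above about 50% at 20 µM in the single-dose screen, limit read from the data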;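 note: 0% = DMSO negative control and 100% = EDTA positive control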
G6PDH counter – L. mesenteroides G6PDH inhibitors, counter-screen for G6PDH-coupled screening assays, biochemical, Leuconostoc mesenteroides enzyme. glucose-6-phosphate dehydrogenase [Leuconostoc mesenteroides]. Purified L. mesenteroides G6PDH, diaphorase/resazurin coupled fluorescence, 45 min. inhibition, % at 5 µM. hit rate 0.12% among 200,000; in the data active = inhibition above about 50%
FLuc stim CS – FLuc activators, initial screening, artefact control for FLuc-dependent activation tests, biochemical, ATPlite luminescence; ATPlite luciferase biochemical, 10 min; 0 = ATP-free wells, 1 = DMSO control; activation factor at 10 µM; 200,000 tested, under 10 active;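 active = luciferase activation factor, scaled between plate controls, of at least 2 with compound at 10 µM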
Target sequence (P08659 whole entry, looked up): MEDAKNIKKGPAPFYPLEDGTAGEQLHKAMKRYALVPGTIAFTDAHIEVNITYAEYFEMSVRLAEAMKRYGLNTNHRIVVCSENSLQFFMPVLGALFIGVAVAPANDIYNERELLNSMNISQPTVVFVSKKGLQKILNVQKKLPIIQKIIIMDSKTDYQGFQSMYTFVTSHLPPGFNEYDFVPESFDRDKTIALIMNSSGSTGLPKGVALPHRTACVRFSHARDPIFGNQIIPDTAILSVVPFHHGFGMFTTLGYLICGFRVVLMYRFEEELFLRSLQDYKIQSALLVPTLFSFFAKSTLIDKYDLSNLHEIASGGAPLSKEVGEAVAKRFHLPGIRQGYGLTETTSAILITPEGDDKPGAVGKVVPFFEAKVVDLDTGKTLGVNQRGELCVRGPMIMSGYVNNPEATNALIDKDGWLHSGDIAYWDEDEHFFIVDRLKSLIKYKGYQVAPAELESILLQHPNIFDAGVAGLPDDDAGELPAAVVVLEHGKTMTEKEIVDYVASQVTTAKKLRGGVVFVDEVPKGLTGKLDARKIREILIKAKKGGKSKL
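Assay system: Luciferase/luciferin detection reagent, cell-free biochemical luciferase assay / Also added: ATP substrate / Schedule: 10 min at ambient temperature / Measured by: luminescence measurement of luciferase light output / Benchmarks: low control with PBS replacing ATP, high control enzyme plus ATP without compound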
Diaphorase inh – diaphorase inhibitors and chemical oxidizers, primary screen, counter-screen for diaphorase-coupled primary assays, biochemical, uHTS, resorufin fluorescence. diaphorase resazurin-to-resorufin fluorescence, NADH, 16 min; bacterial (C. kluyveri) enzyme, not human. inhibition, % at 20 µM. hit rate 0.69% among 190,000. AID 1217, 2008;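 active = primary screen inhibition at 20 µM above a set limit, cut at about 50% in these data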;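 note: plate controls were DMSO with full reaction for no effect and wells lacking NADH for full effect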
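Assay system: diaphorase enzyme from Clostridium kluyveri. Quantity: enzyme working solution with 0.14 U/mL diaphorase. Schedule: reaction incubation of 16 min at room temperature. Technique: resorufin fluorescence, excitation 544 nm, emission 590 nm. Controls: No-NADH positive control and DMSO neutral control.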
Efa HMGR inh – inhibitors of E. faecalis class II HMGR, primary screen, biochemical, Enterococcus faecalis. HMG-CoA reductase (Enterococcus faecalis, mvaE). purified E. faecalis HMGR, NADPH absorbance 340 nm kinetic. inhibition, % at 10 µM. hit rate 0.41% among 190,000. AID 1066, 2008;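 active = inhibition above a set limit, the median over all tested compounds plus 3 SD, cut at about 9.5% in these data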;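 note: enzyme runs in reverse so mevalonate oxidation gives rising NADPH absorbance; 0% = complete reaction with DMSO and 100% = background rate lacking mevalonate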
TNAP act hi DEA – TNAP activators at high phosphate acceptor level, primary screen, biochemical, luminescence, uHTS | Alkaline phosphatase, tissue-nonspecific isozyme (Homo sapiens), P05186 | purified TNAP, CDP-star luminescence, 1 M DEA, 30 min; hits give high values; 0 = EDTA background, 1 = DMSO-only activity | activation factor at 20 µM | 200,000 tested, under 10 active | AID 1136, 2008;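 active = activation factor at least 2 at 20 µM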
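Test system – human TNAP · Doses – 20 µM single point · Incubation – 30 min, room temperature · Signal – luminescent substrate turnover signal · Read-out basis – activation factor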
Diaphorase act – compounds boosting diaphorase resazurin reduction – biochemical, uHTS, resorufin fluorescence, counter-screen for diaphorase-coupled primary assays, primary screen | Diaphorase/resazurin coupled assay, 16 min; hits give high values; 1 = vehicle wells, 0 = NADH-free wells | activation factor at 20 µM | hit rate 0.005% among 190,000;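 active = diaphorase activity raised at least twofold by the compound at 20 µM; inactive = activation factor below 2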
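Test system: Clostridium kluyveri diaphorase, purified enzyme. Buffer or medium: 50 mM HEPES pH 7.4 buffer plus MgCl2 and Tween 20. Also added: 0.114 mM NADH and 0.1 mM resazurin, final amounts. Dosing: compound 20 µM once, DMSO 1%. Schedule: 16 min enzyme reaction, ambient temperature. Detection: fluorescence of resorufin, 544 nm excitation, 590 nm emission.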
TNAP inh hi DEA – human TNAP enzyme inhibitors, primary screen, biochemical, luminescent, high phosphate acceptor level, uHTS; hit rate 0.03% among 200,000; purified TNAP, CDP-star luminescence, 1 M DEA; inhibition, % at 20 µM;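 active = over 50% inhibition of tissue-nonspecific alkaline phosphatase at 20 µM in the single-dose screen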;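 note: plate controls were DMSO wells for no effect and EDTA-quenched wells as full inhibition for full effect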
PMI act – activators of human PMI, primary screen, biochemical, fluorescence intensity, near-Km mannose 6-phosphate. Mannose-6-phosphate isomerase (Homo sapiens), P34949. purified human PMI, coupled resazurin fluorescence, 20 min; hits give high values; 1 = vehicle control, 0 substrate-free wells. activation factor at 20 µM. hit rate 0.005% among 190,000. AID 1214, 2008;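 active = activation factor of 2 or more at 20 µM, relative to plate controls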
Starred values were filed as active, the others as inactive; · = no result given.

Results follow in this order: PMI act satM6P	TNAP inh noacc	G6PDH counter	FLuc stim CS	Diaphorase inh	Efa HMGR inh	TNAP act hi DEA	Diaphorase act	TNAP inh hi DEA	PMI act
- Cc1ccc(S(=O)OCC(=O)Nc2cc(Cl)ccc2N2CCOCC2)cc1 (stereo not drawn)
→ 0.5	-15	7	1.1	18	-6	1.1	0.8	-6	0.7
- COc1cc(-c2noc(CCC(N)=O)n2)cc(OC)c1OC
→ 1	4	10	1.1	2	0	1	1	-3	1
- COc1cc(OC)cc(-c2nc(-c3cccs3)no2)c1
→ 0.9	-13	12	1	9	-8	1.1	0.9	-7	0.9
- CCCc1ccc(-c2c(C)sc(N)c2C#N)cc1
→ 1	-15	6	1	4	-5	1	1	-4	0.9
- CCNc1nc(OC)nc(Oc2ccc(=O)n(-c3ccccc3)n2)n1
→ 1	-10	-1	1.1	21	-4	1	0.8	-1	0.9
- COC(=O)c1sc2ccccc2c1-n1cccc1C(=O)C(=O)Nc1ccccc1
→ 1	2	-2	1	8	-4	0.9	0.9	7	1
- O=C(Cn1nnc(-c2ccccc2)n1)OC1CCOC1=O (stereo not drawn)
→ 1	-6	6	1.1	15	1	1	0.8	-4	1
- O=C(COc1ccc(Cl)cc1Cl)NN=C1CCCCC1
→ 1	0	1	1	7	-2	1	0.9	1	1
- Cc1[nH]c2ccccc2c1C(=O)CSc1nc2ncc(Cl)cc2[nH]1
→ 1.3	58*	0	1.1	-7	-4	1	1.1	1	1.1
- C/C(Cl)=C\Cn1c(NCCCn2ccnc2)nc2c1c(=O)n(C)c(=O)n2C
→ 1	-6	2	1.1	3	-4	1	1	-4	1
- COc1ccc(C2C(C#N)=C(N)OC3=C2C(=O)CC(C)(C)C3)cc1Cn1nc(C)c([N+](=O)[O-])c1C (stereo not drawn)
→ 0.9	-2	3	1	20	-9	1	0.8	-2	0.8
- O=P(O)(O)C(O)C(F)(F)C(F)(F)C(F)(F)C(F)F (stereo not drawn)
→ 1	-9	8	1	8	4	1	0.9	-4	0.9
- Cc1ccsc1C1C(C#N)=C(N)Oc2n[nH]c(C)c21 (stereo not drawn)
→ 0.9	-2	-3	1	13	1	1	0.9	-3	1
- COc1cc(S(=O)(=O)NCCCN2CCOCC2)ccc1Cl
→ 1	-6	4	1	3	0	1.1	1	-8	0.9
- COc1ccc(NC(=O)Cn2nnc(C(=O)NCCc3ccccc3)c2N)cc1
→ 0.9	-8	-2	1.1	0	-6	1.1	1	-9	1
- Cc1ccc(-c2cc3nc(-c4ccc(Br)cc4)cc(N)n3n2)cc1
→ 1.1	-8	-15	1.1	7	4	1	0.9	-5	1
- CCc1cc(/C(Cc2csc(C)n2)=N/O)c(O)cc1O
→ 0.9	-7	10	1.1	19	0	1.1	0.8	-5	0.8
- Cc1c(C)c2ccc(OC3CCCCC3=O)cc2oc1=O (stereo not drawn)
→ 1	-11	11	1	12	-4	1	0.9	1	0.9
- CCOc1ccc(C(CCc2ccccc2)NC(=O)c2ccccc2F)cc1OCC (stereo not drawn)
→ 1	3	11	1.1	10	-7	1	0.9	3	0.9
- COc1ccc(NC(=O)C2=C(C)NC(=O)NC2c2cccc(OC)c2OC)c(OC)c1 (stereo not drawn)
→ 0.9	-4	3	1	20	-14	1	0.8	0	0.9
- CC1CC(C)CN(CC(=O)NC(c2ccccc2)c2ccccc2)C1 (stereo not drawn)
→ 1.1	-8	17	1	4	-4	1.1	1	-9	1
- O=[N+]([O-])c1ccc(S(=O)(=O)CC2CSc3nc4ccccc4n32)cc1 (stereo not drawn)
→ 1.1	-1	-1	1	7	0	1	0.9	4	1.1
- O=c1cc(CSc2ccccn2)[nH]c(=O)[nH]1
→ 0.9	-7	7	1	11	-2	1	0.9	-3	0.9
- O=CN1Cc2[nH]c3ccccc3c2N(c2ccc(Cl)cc2)C1=O
→ 0.7	-12	5	1.1	25	-4	1	0.7	-3	0.9
- CCC(=O)N1COC[C@@H]1Cc1ccccc1
→ 1	-5	11	1.1	5	-4	1	0.9	-1	1
- O=C1Nc2cc(S(=O)(=O)N3CCCC3)ccc2N2CCCC12 (stereo not drawn)
→ 2*	-24	10	1	-4	-2	1.1	1	-5	1.3
- CCOC(=O)C1CCCN(C(=O)c2cc(-c3ccc(C)cc3)nc3ccccc23)C1 (stereo not drawn)
→ 0.9	-10	0	0.6	14	-8	1	0.9	0	0.9
- CCOc1ccc(-c2cn(-c3ccc(OC)cc3)c(SC)n2)cc1
→ 1.2	-14	10	1	8	6	1	0.9	-4	1
- Cn1c(=O)c2c(SCC(=O)NCC3CCCO3)nc(-c3cccs3)nc2n(C)c1=O (stereo not drawn)
→ 0.9	-6	-36	1	3	·	1	1	3	0.9
- Cc1nc(NC(=O)COC(=O)CCS(=O)(=O)c2ccccc2Cl)c(Cl)cc1Cl
→ 1	-7	15	1	-2	-18	1	1	-2	1

The final 2 records of the section above come first, to join the parts:
Results follow in this order: PMI act satM6P	TNAP inh noacc	G6PDH counter	FLuc stim CS	Diaphorase inh	Efa HMGR inh	TNAP act hi DEA	Diaphorase act	TNAP inh hi DEA	PMI act
- Cn1c(=O)c2c(SCC(=O)NCC3CCCO3)nc(-c3cccs3)nc2n(C)c1=O (stereo not drawn)
→ 0.9	-6	-36	1	3	·	1	1	3	0.9
- Cc1nc(NC(=O)COC(=O)CCS(=O)(=O)c2ccccc2Cl)c(Cl)cc1Cl
→ 1	-7	15	1	-2	-18	1	1	-2	1
- CCCN(CCO)Cc1cccc(Cl)c1
→ 1	-9	-7	1.1	21	-1	1	0.8	-4	0.9
- CCn1c(SCC(=O)N(C(C)C)C(C)C)nnc1-c1cc2ccccc2cc1O
→ 0.8	-1	12	1	17	-4	1	0.8	2	0.7
- Cc1cccc(CSc2ccc3nnc(-c4ccccn4)n3n2)c1
→ 1.1	-12	12	1	-3	-6	1	1	-1	1.1
- O=C(N/N=C/c1c[nH]c2ccccc12)c1cc(-c2ccc3ccccc3c2)n[nH]1
→ 0.9	3	-45	0.8	-1	-10	0.9	1	5	0.9
- Cc1cc(C(=O)CSc2nnnn2C)c(C)n1-c1cccc(F)c1
→ 1	-10	0	1	18	-9	1.1	0.8	-6	1
- CCOc1ccc(NC2OCC(O)C(O)C2O)c([N+](=O)[O-])c1 (stereo not drawn)
→ 1	16	7	1.1	12	-2	0.9	0.9	12	1
- COc1ccccc1NC(=S)NCC1CCCO1 (stereo not drawn)
→ 1	-6	5	1.1	11	-1	1	0.9	-1	1
- Cc1ccc(C(=O)N2CCc3ccccc32)o1
→ 1.1	-29	5	1	-2	-1	0.9	1	9	1
- N#C/C(=C/c1ccc(OCc2ccc(C(=O)O)cc2)c(Br)c1)c1cccc(F)c1
→ 1	4	-1	1	39	-7	1	0.6	0	1
- CCOC(=O)c1[nH]c(COC(=O)CCOc2ccccc2OC)c(C(=O)OCC)c1C
→ 1	-1	4	1	-3	3	1	1	-4	1
- COc1ccc(S(=O)(=O)c2c(N)n(Cc3ccco3)c3nc4ccccc4nc23)cc1
→ 1	-7	17	1.1	39	-4	1	0.6	3	1.2
- O=C(Cn1nnc(-c2ccc(CN3CCOCC3)cc2)n1)N1CCCc2ccccc21
→ 0.9	-7	2	1	25	-5	1.1	0.7	-6	0.9
- CC(C)c1ccc(NC(=O)C(=O)c2cn(CC(=O)N3CCCCC3)c3ccccc23)cc1
→ 0.9	-4	-22	1	19	2	1	0.8	-2	0.8
- CC(C)CN(CCCNC(=O)CN1C(=O)CSc2ccc(S(=O)(=O)N3CCOCC3)cc21)CC(C)C
→ 1	-6	4	1.1	5	-2	1	1	2	1
- Cc1nn(C(=O)c2ccco2)c(C)c1CN1C(=O)c2ccccc2C1=O
→ 1	-5	-9	1.1	-3	-1	1.1	1	-5	0.9
- O=C(/C=C/c1ccc(Cl)cc1)Nc1ccc(CN2CCOCC2)cc1
→ 1	-4	-14	1	12	-12	1	0.9	0	0.9
- O=C(CNC(=O)c1ccccc1)Nc1cccc(C(F)(F)F)c1
→ 1	-7	-10	1.1	11	-4	1	0.9	-4	0.9
- CC(=O)c1ccc(S(=O)(=O)N2CCCC2)cc1
→ 1.1	2	7	1	0	-4	1.1	1	-6	1
